Cneo AK release = Cryptococcus neoformans lysis via adenylate kinase release. C. neoformans lysis, adenylate kinase release luminescence, 4 h; normalised: neutral wells 0, clomiphene wells 100. lysis activity, % at 15 µM. hit rate 0.2% among 360,000. AID 651654;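 active means mean lysis activity across replicates of at least 80%, whatever share of replicates individually reach that level; inactive means mean lysis activity below 80%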
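Material: C. neoformans cells; Schedule: 4 h static compound exposure, 37 °C, read 1 h post-reagent; Measured by: adenylate kinase release luminescence; Read-out: signal increase indicating cell lysis; Controls: Clomiphene as positive lysis control.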
SIRT5 block = sirtuin-5 (human) deacylase inhibition; Q9NXA8; Purified SirT5, succinyl-peptide AMC, trypsin-coupled fluorescence; inhibition, % at 15 µM; hit rate 1.1% among 330,000; in the data active means inhibition above about 15%
Statin myotox sup = suppression of simvastatin myotoxicity; C2C12 myotubes + simvastatin, ATP luminescence, 48 h; scaled: DMSO 0, geranylgeraniol control 100; AID 602340; hit rate 0.78% among 330,000; rescue of ATP level, % at 7.49 µM;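 active means mean ATP rescue above about 67%, or every replicate alone reaching that limit, limit read from the data, passing the limit was not always enough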;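 further: myotubes were challenged with 10 µM simvastatin during compound exposure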
LGR2 inh = inhibitors of bursicon-induced Drosophila LGR2 receptor cAMP signaling. hit rate 0.35% among 380,000. inhibition, % at 9.99 µM. HEK293 LGR2, CRE-luciferase, bursicon-stimulated, 4 h;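 active means drop in luminescence signal, shown as inhibition above about 50% in the replicate tests, limit read from the data, passing the limit was not always enough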;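 further: agonist challenge used bursicon conditioned medium at about half maximal strength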
S100A4 MyoIIA = inhibitors of human S100A4 binding to myosin IIA peptide; P26447; S100A4/TAMRA-MyoIIA peptide fluorescence polarization; inhibition, % at 10.7 µM; hit rate 0.14% among 360,000;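 active means mean inhibition of at least 70% across replicates, with every replicate also reaching that level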
Target sequence (P26447 whole entry, looked up): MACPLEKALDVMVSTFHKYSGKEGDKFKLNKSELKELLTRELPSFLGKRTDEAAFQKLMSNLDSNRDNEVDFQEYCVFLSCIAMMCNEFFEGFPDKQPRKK
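assay system = human S100A4 monomer with TAMRA-labelled myosin IIA peptide | also added = labelled myosin peptide probe, 5 nM | incubation = 5 min between mix addition and reading | control set = DMSO and TFP controls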
ERAP1 inh = ERAP1 (human) enzyme inhibition; recombinant ERAP1, Leu-AMC fluorescence, 60 min; inhibition, % at 10.7 µM; Q9NZ08; hit rate 0.15% among 340,000;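 active means mean replicate inhibition of at least 30%, or all replicates individually reaching that 30% level; inactive means mean below 30% and not every replicate reaching it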;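 further: 0% = neutral control wells and 100% = L-leucinethiol positive control wells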
Target sequence (Q9NZ08 whole entry, looked up): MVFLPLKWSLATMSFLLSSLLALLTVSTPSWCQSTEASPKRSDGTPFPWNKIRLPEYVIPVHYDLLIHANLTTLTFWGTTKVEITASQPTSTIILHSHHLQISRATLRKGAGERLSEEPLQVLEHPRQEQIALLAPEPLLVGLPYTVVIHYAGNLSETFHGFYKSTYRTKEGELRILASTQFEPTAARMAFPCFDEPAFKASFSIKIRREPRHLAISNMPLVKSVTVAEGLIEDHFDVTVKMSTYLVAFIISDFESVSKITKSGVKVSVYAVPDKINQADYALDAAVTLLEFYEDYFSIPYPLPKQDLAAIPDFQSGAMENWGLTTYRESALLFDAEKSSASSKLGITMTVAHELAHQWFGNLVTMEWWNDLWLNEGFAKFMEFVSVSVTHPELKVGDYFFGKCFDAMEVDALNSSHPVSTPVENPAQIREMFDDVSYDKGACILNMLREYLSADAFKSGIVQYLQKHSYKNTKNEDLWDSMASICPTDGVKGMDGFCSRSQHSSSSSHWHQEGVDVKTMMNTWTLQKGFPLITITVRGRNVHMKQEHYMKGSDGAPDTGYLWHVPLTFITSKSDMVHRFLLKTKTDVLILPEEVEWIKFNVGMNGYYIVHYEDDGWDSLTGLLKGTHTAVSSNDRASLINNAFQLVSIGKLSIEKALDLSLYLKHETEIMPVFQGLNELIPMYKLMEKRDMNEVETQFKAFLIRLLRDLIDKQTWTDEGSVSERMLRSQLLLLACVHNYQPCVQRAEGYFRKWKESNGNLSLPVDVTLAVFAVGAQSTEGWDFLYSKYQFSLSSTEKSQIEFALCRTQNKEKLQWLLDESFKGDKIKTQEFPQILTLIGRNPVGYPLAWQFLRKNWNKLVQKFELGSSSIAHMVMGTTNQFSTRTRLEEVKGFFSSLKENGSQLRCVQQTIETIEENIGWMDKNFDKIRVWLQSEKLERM
PGC1a acetyl inh = lowers PGC1a acetylation signal in U2OS cells; AlphaScreen anti-acetyl-lysine; with virally co-expressed GCN5 acetyltransferase; inhibition, % at 15.6 µM; hit rate 0.17% among 350,000; AID 651687;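 active means every replicate shows inhibition of at least 40%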;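 further: 0% = neutral control wells and 100% = positive control wells; some results beyond the cut were filed as inactive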
XiGFP reactiv = activators of X-chromosome reactivation in mouse fibroblasts; hit rate 0.055% among 360,000; activation, % at 7.58 µM; XiGFP mouse fibroblasts, % GFP-positive cells imaging, 3 d; cells co-treated with 5-aza-dC sensitizer; scaled so ellipticine positive control = 100%;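 active means mean normalized replicate activation at least 10% and every replicate at or above 10%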;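 further: 0% = median of on-plate neutral control wells and 100% = ellipticine 6 µM median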
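Material: XiGFP fibroblasts, SV40-immortalized; Buffer or medium: DMEM containing 5-aza-dC; Compound dosing: single point; Times: 3 days compound exposure.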
The depositor's hits bear a star; x = not tested or not shown. This is a subset; count on the stated rates, not on these rows.

item	SMILES	Statin myotox sup	LGR2 inh	S100A4 MyoIIA	SIRT5 block	ERAP1 inh	XiGFP reactiv	Cneo AK release	PGC1a acetyl inh
1	CCCN1C[C@H](C)[C@H](OC)CN(C)C(=O)c2cc(NC(=O)c3cccc(F)c3)ccc2OC[C@H]1C	12	-8	-2	3	3	-0.5	4	-17
2	O=C(NCC1CC1)c1ccc(Nc2nc3ccc(Br)cc3[nH]2)cc1	-24	14	-1	x	-25	0.0	-3	-2
3	O=c1c2ccccc2[nH]c(=S)n1Cc1cccnc1	0	11	2	-1	-7	x	1	6
4	Cc1ccc(S(=O)(=O)N(C)C[C@H]2Oc3ccc(N(C)C)cc3C(=O)N([C@H](C)CO)C[C@H]2C)cc1	-3	-2	-7	1	-1	-0.2	2	-12
5	O=C(CN1CCCCCCC1)NC(=O)NC1CCCCC1	x	-34	2	-1	3	-0.2	x	-2
6	O=C(Nc1cccc(-n2cnnn2)c1)c1cccnc1	-12	25	-1	1	3	0.0	1	-1
7	O=C(C1CCN(c2ncnc3c2nc2n3CCCCC2)CC1)N1CCCCC1	9	3	-1	3	-1	0.0	-1	x
8	CC(C)NC(=O)N1[C@H](CO)[C@@H]2c3ccccc3N(C(=O)Nc3ccc(F)cc3)C[C@@H]21	9	9	-18	1	-1	0.2	0	3
9	Cn1cc(S(=O)(=O)N2CCN(c3ccccc3F)CC2)c(=O)n(C)c1=O	19	-17	-4	4	2	0.1	-4	x
10	CC(=O)CCc1c(C)nc2ccc(C(=O)O)cc2c1Cl	x	19	-1	x	8	0.0	x	x
11	CC(C)c1ccc(/C=C2\Oc3c(ccc(O)c3CN3CCN(C)CC3)C2=O)cc1	x	1	2	-6	3	0.0	x	x
12	C[C@@H]1CN([C@H](C)CO)S(=O)(=O)c2ccc(-c3cccnc3)cc2O[C@@H]1CN(C)C(=O)C1CCCCC1	-11	15	11	1	0	0.1	-1	4
13	O=C(CCS(=O)(=O)c1ccccc1)Nc1ccc(S(=O)(=O)Nc2ncccn2)cc1	5	11	-2	-6	1	0.0	-1	4
14	C[C@H]1CN([C@@H](C)CO)C(=O)CCCn2nncc2CO[C@@H]1CN(C)S(=O)(=O)c1ccc(F)cc1	0	-16	0	-1	-1	-0.2	50	2
15	Cn1c(=O)[nH]c(=O)c2c1nc(N1CCCC1)n2CC(O)COc1ccccc1 (centres undefined)	-2	12	-5	x	x	0.1	2	10
16	O=C(CCCN1C(=O)/C(=C\c2cccs2)SC1=S)Nc1ccccc1O	2	20	-14	0	-3	0.0	9	-5
17	COC(=O)CN(C)C(=O)c1ccc(OC)c(OC2CCN(C(C)C)CC2)c1	3	-3	0	-3	-3	0.0	-1	x
18	COc1ccccc1NS(=O)(=O)c1cccc(C(=O)N2CC(C)OC(C)C2)c1 (centres undefined)	5	-17	4	1	-2	-0.1	3	12
19	C/C=C/c1ccc([C@H]2[C@@H](CO)N3C(=O)CN(S(=O)(=O)c4ccccc4)C[C@@H]23)cc1	x	4	-14	-1	0	0.0	x	-9
20	COc1ccccc1NC(=O)N[C@H]1CC[C@H](CCNS(=O)(=O)c2ccc(F)cc2)O[C@@H]1CO	-3	-6	-7	3	1	-0.3	-1	-10
21	O=c1c2ccccc2nc(-c2cccs2)n1-c1cccc2ccccc12	x	5	-11	-1	-3	0.0	2	-4
22	COc1ccc(OCc2cccc(C(=O)NN)c2)cc1	x	32	4	x	x	0.1	-2	x
23	COC(=O)c1ccc(Sc2ccc(Cl)cc2)c(N)c1	2	17	x	x	x	x	2	-6
24	CC(C)CNS(=O)(=O)c1ccc(Br)cc1N1CCC[C@@H]1CO	18	6	16	-5	3	0.1	-3	-20
25	COCC(=O)N1C[C@@H](C)[C@@H](OC)CN(C)C(=O)c2cc(NS(C)(=O)=O)ccc2OC[C@@H]1C	3	-1	-9	-6	6	-0.3	-2	0
26	CC(C)C(=O)Nc1ccc2c(c1)C(=O)N(C)[C@@H]1CC[C@H](CC(=O)NC3CCCC3)O[C@H]1CO2	11	4	6	-2	2	0.3	-1	7
27	COc1ccccc1N1CC(C(=O)OC(C)C(=O)Nc2ccc(F)cc2)CC1=O (centres undefined)	-3	0	-15	x	9	-0.1	-1	x
28	COCc1cn(CC[C@H]2CC[C@H](NC(=O)c3ccncc3)[C@H](CO)O2)nn1	7	-8	6	-2	-4	-0.6	0	3
29	C[C@@H]1CN([C@@H](C)CO)C(=O)CCCn2cc(nn2)CO[C@@H]1CN(C)C(=O)Nc1ccccc1	-6	19	x	x	x	0.0	x	2
30	Cc1ccc(CNc2nc3ccccc3n2C)cc1	-11	23	1	11	0	0.1	-5	3

Carrying on.
item	SMILES	Statin myotox sup	LGR2 inh	S100A4 MyoIIA	SIRT5 block	ERAP1 inh	XiGFP reactiv	Cneo AK release	PGC1a acetyl inh
31	O=C(CSc1nnc(COc2ccccc2)o1)N1CCCC1	16	12	-7	-2	4	0.3	-1	5
32	O=C(Nc1cccnc1)c1ccccc1-c1nc(-c2ccccc2F)no1	-11	-24	-3	1	-6	x	4	0
33	CCC(=O)N1C[C@@H](O)COC[C@@H]2O[C@@H](CC(=O)NCC3CCCCC3)CC[C@H]21	-1	9	22	1	1	-0.1	-2	5
34	CC(C)C(=O)Nc1ccc(COc2ccccc2CN(Cc2ccccc2)C(=O)OC(C)(C)C)cc1	-9	11	52	-1	-2	0.0	4	-16
35	CCc1cc(SC#N)cc(C)c1N	x	-10	-4	-11	1	0.1	x	x
36	Cc1cc(C)nc(N(C#N)Cc2ccc([N+](=O)[O-])cc2)n1	6	-8	-1	-3	-2	0.1	x	-1
37	CO[C@@H]1CN(C)C(=O)c2ccc(NC(=O)C3CC3)cc2OC[C@H](C)N(C(=O)CN2CCOCC2)C[C@H]1C	3	-20	12	12	3	0.4	-3	-2
38	CN(C)S(=O)(=O)c1ccc2c(c1)nc(CCC(=O)NCCc1ccc(Cl)cc1)n2C	3	15	7	-4	0	0.1	-1	x
39	Cc1cccc(C)c1NC(=O)CNC(=O)c1c(C)nn(-c2ccccc2)c1Cl	x	4	1	-1	1	0.3	x	x
40	C[C@@H]1CN([C@@H](C)CO)C(=O)Cc2cc(NS(C)(=O)=O)ccc2O[C@H]1CN(C)S(=O)(=O)c1cn(C)cn1	41	2	x	x	x	0.0	35	7
41	CCOC(=O)C(=O)Nc1ccccc1C(N)=O	-6	14	x	x	x	x	-2	0
42	CC1(C)Cc2c(sc3[nH]c(=O)n(CC(=O)NCC4CCCO4)c(=O)c23)CO1 (centres undefined)	-16	-5	-2	-3	-4	0.2	0	0
43	O=C(CN1C(=O)NC2(CCCC2)C1=O)N1CCN(Cc2ccccc2)CC1	x	-10	0	-5	0	-0.1	x	x
44	CCCCCCSc1ccc([C@H]2N[C@@](CC(C)C)(C(=O)OC)[C@H]3C(=O)N(CC)C(=O)[C@@H]23)cc1	-2	x	1	0	1	0.0	0	x
45	COc1ccc(S(=O)(=O)N(C)C[C@@H]2Oc3ccc(NC(=O)Nc4c(C)noc4C)cc3C(=O)N([C@@H](C)CO)C[C@H]2C)cc1	-22	-13	10	0	-1	0.0	-4	-3
46	C[C@@H]1CN([C@H](C)CO)C(=O)Cc2cc(NC(=O)Nc3ccc4c(c3)OCO4)ccc2O[C@@H]1CN(C)Cc1ccc(C(F)(F)F)cc1	-32	19	-15	-2	2	-1.1	-1	-8
47	C[C@H]1CN([C@@H](C)CO)C(=O)c2cc(-c3cccnc3)cnc2O[C@H]1CN(C)C(=O)Nc1ccc2c(c1)OCO2	1	-16	4	12	-2	4.1	1	-16
48	COc1ccc(NC(=O)c2ccc(N3C(=O)C4CC=C(Cl)CC4C3=O)cc2)cc1 (centres undefined)	-16	13	0	-2	0	0.0	0	7
49	Cc1noc(C)c1NC(=O)N(C)C[C@H]1OCc2ccccc2-c2ccccc2C(=O)N([C@H](C)CO)C[C@@H]1C	-6	10	-3	x	-3	0.4	-3	-3
50	O=c1cc(-c2ccc(O)c(O)c2)oc2c(C3O[C@H](CO)[C@@H](O)[C@H](O)[C@H]3O)c(O)cc(O)c12 (some centres undefined)	10	-8	-2	x	8	0.0	1	x
51	C[C@H](NC(=O)c1nc[nH]c1C(=O)N[C@@H](CCCCNC(=O)OC(C)(C)C)C(=O)OC(C)(C)C)C(=O)OC(C)(C)C	-1	6	-3	14	3	0.1	-1	x
52	O=C1CCCc2ccccc2N1Cc1cccc(F)c1	x	17	-7	-1	3	0.0	x	x
53	COc1ccc(C2C=C(C)Nc3ncnn32)cc1 (centres undefined)	4	3	0	-2	5	0.1	2	4
54	NC(=O)C1CCN(C(=O)c2ccc(-c3ccccc3Cl)o2)CC1	9	-56	-3	-1	-1	0.4	-4	2
55	Cc1ccc(-c2nc3ccc(NS(=O)(=O)c4ccccc4)cc3[nH]2)o1	-5	-57	-2	-4	-2	x	-2	-4
56	COc1ccc(N(CC(=O)NC2CCCC2)C(=O)c2ccc(C)s2)cc1OC	-17	-4	1	1	3	0.6	-3	-3
57	CC(=O)Nc1ccc2c(c1)C(=O)N(C)[C@@H]1CC[C@@H](CC(=O)NCc3ccc(F)cc3)O[C@H]1CO2	-5	-6	13	-2	1	0.2	-2	14
58	Cc1sc2ncn(CC(=O)N3CCCCC3)c(=O)c2c1C	x	7	-1	3	1	-0.1	x	x
59	COc1ccccc1CNC(=O)C[C@@H]1CC[C@@H](NC(=O)CC2CC2)[C@H](CO)O1	10	3	-13	-3	0	-0.6	1	12

Rewritten with two lines to a compound: eleven of the compounds above
Every second line gives: Statin myotox sup | LGR2 inh | S100A4 MyoIIA | SIRT5 block | ERAP1 inh | XiGFP reactiv | Cneo AK release | PGC1a acetyl inh
#49 Cc1noc(C)c1NC(=O)N(C)C[C@H]1OCc2ccccc2-c2ccccc2C(=O)N([C@H](C)CO)C[C@@H]1C
    -6 | 10 | -3 | x | -3 | 0.4 | -3 | -3
#50 O=c1cc(-c2ccc(O)c(O)c2)oc2c(C3O[C@H](CO)[C@@H](O)[C@H](O)[C@H]3O)c(O)cc(O)c12 (some centres undefined)
    10 | -8 | -2 | x | 8 | 0.0 | 1 | x
#51 C[C@H](NC(=O)c1nc[nH]c1C(=O)N[C@@H](CCCCNC(=O)OC(C)(C)C)C(=O)OC(C)(C)C)C(=O)OC(C)(C)C
    -1 | 6 | -3 | 14 | 3 | 0.1 | -1 | x
#52 O=C1CCCc2ccccc2N1Cc1cccc(F)c1
    x | 17 | -7 | -1 | 3 | 0.0 | x | x
#53 COc1ccc(C2C=C(C)Nc3ncnn32)cc1 (centres undefined)
    4 | 3 | 0 | -2 | 5 | 0.1 | 2 | 4
#54 NC(=O)C1CCN(C(=O)c2ccc(-c3ccccc3Cl)o2)CC1
    9 | -56 | -3 | -1 | -1 | 0.4 | -4 | 2
#55 Cc1ccc(-c2nc3ccc(NS(=O)(=O)c4ccccc4)cc3[nH]2)o1
    -5 | -57 | -2 | -4 | -2 | x | -2 | -4
#56 COc1ccc(N(CC(=O)NC2CCCC2)C(=O)c2ccc(C)s2)cc1OC
    -17 | -4 | 1 | 1 | 3 | 0.6 | -3 | -3
#57 CC(=O)Nc1ccc2c(c1)C(=O)N(C)[C@@H]1CC[C@@H](CC(=O)NCc3ccc(F)cc3)O[C@H]1CO2
    -5 | -6 | 13 | -2 | 1 | 0.2 | -2 | 14
#58 Cc1sc2ncn(CC(=O)N3CCCCC3)c(=O)c2c1C
    x | 7 | -1 | 3 | 1 | -0.1 | x | x
#59 COc1ccccc1CNC(=O)C[C@@H]1CC[C@@H](NC(=O)CC2CC2)[C@H](CO)O1
    10 | 3 | -13 | -3 | 0 | -0.6 | 1 | 12

Bioassay records from PubChem.
